# From PubChem
# A549 viability: A549 cytotoxicity, counter-screen for Nrf2 inhibitors; A549 ARE-Fluc cells, CellTiter-Fluor viability, 18-24 h; Potency, µM (titrated, usually from 46 µM), for inactives: at the top dose activity change, negative = cytotoxicity, hits mostly inhibitors; 0.16% of 390,000 active; AID 504648; also: % is scaled to controls: 0 for no effect and ±100 for the full control effect
#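 A549 ARE-Fluc cells in 5% FBS OPTI-MEM, 5000 cells/well, rested 2 h then exposed to compounds in concentration-response for 18-24 h at 37 °C. Viability by CellTiter-Fluor fluorescence (Ex 405/Em 525) after 30 min; luciferase luminescence (BugLite, 15 min, RT) read afterwards.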
# EPAC2 antagonist: EPAC2 (human) antagonism; EPAC2 GEF exchange of Rap1B-BODIPY-GDP, fluorescence; Potency, µM (doses to about 114 µM), inactives show at the top dose activity, negative = inhibition, usual class: inhibitors; 0.18% of 360,000 active; also: % is scaled to controls: 0 for no effect and ±100 for the full control effect; nearly all actives have a fitted effect of over 45% in size; many of its hits are not listed in these tables
# Target sequence (Q8WZA2 whole entry, looked up): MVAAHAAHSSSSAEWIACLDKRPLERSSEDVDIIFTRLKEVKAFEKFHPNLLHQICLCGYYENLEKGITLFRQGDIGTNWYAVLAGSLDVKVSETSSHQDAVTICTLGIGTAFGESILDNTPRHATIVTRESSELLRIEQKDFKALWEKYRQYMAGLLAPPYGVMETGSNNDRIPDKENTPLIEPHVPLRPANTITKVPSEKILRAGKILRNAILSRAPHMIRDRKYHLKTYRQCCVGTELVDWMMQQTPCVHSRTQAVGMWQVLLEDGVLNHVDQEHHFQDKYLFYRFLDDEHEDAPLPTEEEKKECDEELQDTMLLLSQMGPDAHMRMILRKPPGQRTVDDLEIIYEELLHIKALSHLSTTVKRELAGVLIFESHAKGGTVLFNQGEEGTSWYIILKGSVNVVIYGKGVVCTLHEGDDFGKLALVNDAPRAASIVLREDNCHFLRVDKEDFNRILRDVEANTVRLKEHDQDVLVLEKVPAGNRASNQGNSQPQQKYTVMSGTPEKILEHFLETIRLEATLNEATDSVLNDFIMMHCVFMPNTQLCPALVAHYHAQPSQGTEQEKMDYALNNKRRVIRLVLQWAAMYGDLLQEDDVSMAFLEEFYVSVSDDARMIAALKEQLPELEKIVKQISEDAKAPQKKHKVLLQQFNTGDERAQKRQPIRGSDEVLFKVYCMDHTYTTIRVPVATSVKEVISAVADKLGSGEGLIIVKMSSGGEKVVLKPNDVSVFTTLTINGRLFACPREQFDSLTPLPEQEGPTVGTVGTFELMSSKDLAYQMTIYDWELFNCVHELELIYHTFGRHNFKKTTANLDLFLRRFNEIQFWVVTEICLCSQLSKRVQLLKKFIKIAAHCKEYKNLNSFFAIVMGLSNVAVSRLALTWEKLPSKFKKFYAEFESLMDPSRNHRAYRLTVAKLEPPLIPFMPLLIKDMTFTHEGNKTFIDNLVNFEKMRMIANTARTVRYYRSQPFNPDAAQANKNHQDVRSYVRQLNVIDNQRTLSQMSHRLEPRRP
# MCF10A rerep: induces DNA re-replication in MCF 10a normal breast cells; Potency, µM (top dose mostly 46.1 µM), inactives show at the top dose activity, positive = re-replication, hits mostly activators; 2.9% of 350,000 active; MCF 10A DNA re-replication, Hoechst nuclear intensity, 48 h; AID 624296; also: % of control where 0% means no effect; nearly all actives have a fitted effect of over 50% in size
# ATXN2 expr inh: ATXN2 expression inhibition | HEK-293 ATXN2-luciferase reporter, luminescence, 24 h | Potency, µM (top dose mostly 57 µM), for the others: at the top dose activity change, negative = inhibition, hits mostly inhibitors | 0.72% of 360,000 active; also: % is scaled to controls: 0 for no effect and ±100 for the full control effect; nearly all actives have a fitted effect of over 55% in size
#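 qHTS (up to 57 uM final) was run with 24 h compound exposure of reporter cells at 37 °C. Each well was multiplexed: SteadyGlo luminescence measured ATXN2-luciferase expression after a fluorogenic Gly-Phe-AFC viability readout (25 uM final).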
# HepG2 viability: HepG2 cytotoxicity, counter-screen for TGF-b inhibitors; HepG2 CAGA-GFP viability, ATP luminescence, 18 h; Potency, µM (titrated, usually from 46.1 µM), for the others: at the top dose activity change, negative = cytotoxicity, most hits filed as cytotoxic; 0.76% of 410,000 active; AID 588856; also: some results filed as inactive show a strong effect at the top dose
#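 CellTiter-Glo luminescence gave cytotoxicity after 18 hours at 37 degrees C. The cells were HepG2 CAGA-GFP in 1% FBS DMEM, stimulated with 500 pg/mL TGF-beta after compound addition. %Activity was normalised to no-cell wells (complete cell-killing) and DMSO (no toxicity), and curves were fitted and classified.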
# TGFb inhibitor: inhibitors of TGF-b signaling; HepG2 CAGA-GFP TGF-b/SMAD3 reporter, GFP fluorescence, 18 h; TGF-beta stimulated, 500 pg/mL final; Potency, µM (top dose mostly 46.1 µM), for the others: top-dose activity, negative = inhibition, actives largely listed as inhibitors; 1.2% of 410,000 active; also: % is scaled to controls: 0 for no effect and ±100 for the full control effect; nearly all actives have a fitted effect of over 65% in size
#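 GFP signal (ex488/em500-530) from TGF-beta-stimulated HEPG2 CAGA-GFP cells, 500 pg/mL final, 18 h at 37 degrees C in DMEM plus 1% FBS, normalized to unstimulated and DMSO-stimulated controls.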
# Nrf2 inh: Nrf2 pathway inhibition | Potency, µM (doses to about 46 µM), for the others: at the highest dose activity change, negative = inhibition, actives largely listed as inhibitors | A549 ARE-Fluc reporter, luciferase luminescence, 18-24 h | 2.1% of 360,000 active; also: % is scaled to controls: 0 for no effect and ±100 for the full control effect; nearly all actives have a fitted effect of over 60% in size
#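 A549 ARE_Fluc cells (5000/well, 5% FBS OPTI-MEM) pre-incubated 2 h, then treated with compounds 18-24 h at 37C/5% CO2 in concentration-response. CellTiter-Fluor viability read first; BugLite luciferase luminescence after 15 min at room temperature gives Nrf2 activity.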
# S2 tox: viability counter-screen for ATXN expression inhibitors; S2 cells (HEK-293 line with an ATXN2-luciferase reporter) viability, CellTiter-Fluor protease fluorescence, 24 h; Potency, µM (top dose mostly 56.7 µM), most hits filed as cytotoxic; 0.49% of 400,000 active; AID 651635; also: nearly all actives have a fitted effect of over 40% in size
# Nrf2 ARE act: activates Nrf2 signaling; AREc32 ARE-luciferase reporter (MCF7-derived line), luminescence, 24 h; Potency, µM (doses to about 46.1 µM), for the others: top-dose activation, hits mostly activators; 0.31% of 410,000 active; also: % of control where 0% means no effect; nearly all actives have a fitted effect of over 65% in size
#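 Luciferase luminescence (Steady-Glo, 30 min at room temperature) served as the read-out of ARE activation in AREc32 cells treated with compounds for 24 hr at 37 deg C.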
# The depositor's hits bear a star; i = inactive; ? = inconclusive; · = no result given; & = joins results of further samples; [ ] = remark or other dose. Calls follow the shape of the dose curve; as a rule, active = well fitted curve in the direction sought with a large enough effect; inconclusive = small, poorly fitted or top-dose-only effect, or another doubt; inactive = no such curve, though single readings can be large; an effect the other way counts as inactive or inconclusive. Potency is read from the fitted curve at half-maximal effect. Only part of the results is shown. The share of hits here may be higher or lower than overall.
# Preview:
Compound	A549 viability	EPAC2 antagonist	MCF10A rerep	ATXN2 expr inh	HepG2 viability	TGFb inhibitor	Nrf2 inh	S2 tox	Nrf2 ARE act
c1ccc2c(c1)sc1nnnn12	-7%	7%	1%	2%	12%	-1%	28%	i	-0.2%
Nc1n[nH]c2cccc(Cl)c12	11%	4%	?	-13%	55%	0%	-6%	i	0.6%
COc1ccc(C)cc1NS(=O)(=O)c1cn(C)nc1C	8%	-5%	1%	-1%	3%	1%	-6%	i	0.2%

# This part in full (from the top)
Compound	A549 viability	EPAC2 antagonist	MCF10A rerep	ATXN2 expr inh	HepG2 viability	TGFb inhibitor	Nrf2 inh	S2 tox	Nrf2 ARE act
c1ccc2c(c1)sc1nnnn12	-7%	7%	1%	2%	12%	-1%	28%	i	-0.2%
Nc1n[nH]c2cccc(Cl)c12	11%	4%	?	-13%	55%	0%	-6%	i	0.6%
COc1ccc(C)cc1NS(=O)(=O)c1cn(C)nc1C	8%	-5%	1%	-1%	3%	1%	-6%	i	0.2%
CC1(C(=O)NCc2ccc(Cl)cc2)CCN1C(=O)c1cccc(F)c1 (stereo not drawn)	·	8%	·	-2%	-48%	-22%	·	i	-0.9%
COCc1cc(=O)[nH]c(N2CCN(c3ccccc3OC)CC2)n1	0%	3%	1%	5%	0%	17%	-19%	i	0.3%
COc1ccc(-c2ccc(CN3C(CC(C)C)C(=O)N(Cc4cn(CC5CCCCC5)nn4)CCS3(=O)=O)cc2)cc1 (stereo not drawn)	·	4%	·	-17%	-10%	2%	·	i	-3.1%
O=C(CCS(=O)(=O)c1ccccc1)NC1CCCC1	0%	11%	1%	16%	5%	0%	15%	i	-0.6%
Cc1ccccc1NC(=S)N(CCc1c(C)[nH]c2ccc(F)cc12)Cc1cccnc1	-11%	-1%	2%	·	-25%	-21%	?	i	2.9%
Cc1cccc(S(=O)(=O)NCCC(=O)OC(C)C(=O)NC(=O)NC2CCCCC2)c1 (stereo not drawn)	7%	-8%	-1%	2%	1%	3%	·	i	-0.8%
CC1=CC(C)(C)n2c(O)c(C3=NC(=S)NC3=O)c3cc(OC(=O)c4cccc5ccccc45)cc1c32	-24%	10%	-6%	-36%	4%	-2%	-13%	?	-0.7%
COC(=O)c1c(Oc2ccc(OC)cc2)nnc(-c2ccccc2)c1-c1ccccc1	-2%	·	·	-31%	-13%	-4%	?	i	3.2%
CCOC(=O)c1ccc(NC(=S)N(CCCN2CCCC(C)C2)Cc2ccco2)cc1 (stereo not drawn)	?	2%	17%	-23%	-22%	1%	13%	?	-0.1%
COc1ccccc1N(CC(=O)NCc1ccccc1)S(=O)(=O)c1cccs1	·	-16%	·	·	-3%	-1%	·	i	-1.7%
CC1CCCN(C(=O)Cc2cccc3ccccc23)C1 (stereo not drawn)	-21%	4%	0%	10%	6%	12%	7%	i	0.3%
CCn1c(O)c(N=NC(=O)C2C(=O)NCC2c2ccccc2)c2ccccc21 (stereo not drawn)	-1%	4%	-2%	-19%	-4%	1%	-9%	i	0.6%
CCCOc1ccc(-c2c(C(=O)N/N=C/c3ccc(C)cc3)nnn2-c2nonc2N)cc1	1%	2%	?	-37%	-24%	-20%	-9%	i	-0.9%
CCOc1ccc(C(=O)Nc2ccc(S(=O)(=O)Nc3cc(C)on3)cc2)cc1	-5%	-2%	?	-2%	-1%	4%	-73%	i	1.9%
O=C(CN1c2ccccc2S(=O)(=O)c2ccccc21)Nc1ccccc1F	-10%	-8%	3%	-16%	-6%	-12%	-23%	i	0.5%
Cn1c(SCC(=O)NC(=O)Nc2ccccc2)nnc1-c1ccncc1	-4%	3%	5%	-16%	21%	-7%	20%	i	0.4%
O=C(Cc1ccccc1)Nc1ccc(NC(=O)c2ccc(Br)cc2)cc1	4%	3%	-2%	-14%	20%	-3%	-3%	i	-0.6%
CCOC(=O)c1[nH]c(C)c(C(=O)N2CCN(C(=O)c3ccco3)CC2)c1C	-3%	0%	-3%	-3%	-1%	-14%	-20%	i	-0.6%
CC(C)CN(C(=O)C1CCCO1)C1CCS(=O)(=O)C1 (stereo not drawn)	7%	8%	-4%	-12%	-34%	0%	0%	i	0.2%
Cc1ccc(Nc2nnc(-c3ccncc3)s2)c(Br)c1	2%	22%	-52%[inhibitor]	-2%	5%	-4%	19%	i	0.7%
Cc1cc(C(=O)NCc2ccccc2Cl)n(-c2ccccc2)n1	?	7%	-4%	11%	1%	2%	17%	i	0.1%
CCOC(=O)c1cc2c(C(F)(F)F)cc(-c3cccnc3)nc2o1	-9%	2%	-7%	-8%	-15%	-42%	-21%	i	2.5%
COc1cccc(OCCSc2nc(C)c(Cc3ccccc3)c(=O)[nH]2)c1	-6%&-11%	0%	?	-13%	2%&-1%	4%	-4%&-12%	i	0.2%&-0.3%
O=C(N/N=C/c1cccs1)c1n[nH]c2c1CCCC2	-27%	-2%	?	15µM*	-46%	6%	?	i	-2.6%
Cc1cccc(-n2c(Cc3ccccc3)nnc2SCC(=O)N2CCOCC2)c1	15%	0%	16%	5%	-11%	-1%	0%	i	-0.1%
COc1cc(/C=N/NC(=O)c2cccc(NC(=O)c3ccccc3)c2)ccc1O	-1%	3%	1%	4%	-2%	9%	6%	i	2.8%
N#C/C(=C/c1ccc(N2CCCCCC2)o1)c1ccc(F)cc1	-13%	0%	3.3µM*	?	-28%	29%	?	?	25%
Clc1ccccc1-c1ccc2ncnc(NCc3cccs3)c2c1	?	-11%	?	?	-1%	?	?	i	-0.4%
Cc1nn(-c2cccc3cccnc23)c(=O)c2ccccc12	-19%	0%	0%	-2%	-6%	-2%	14%	i	4.7%
O=C(COC(=O)c1cc(Br)ccc1O)NCCC1=CCCCC1	·	18%	·	·	5%	1%	·	i	-1.0%
CN(C)/C=C/C1=C([N+](=O)[O-])C(c2cccc([N+](=O)[O-])c2)NC(=O)N1 (stereo not drawn)	-2%	-5%	-20%	2%	1%	6%	0%	i	2.4%
COc1ccccc1C(=O)Nc1ccnn1C1CCN(Cc2ccccc2OCCO)CC1	-15%	4%	-2%	-3%	-38%	?	-8%	?	-0.1%
CCOc1ccc(-c2nc(SCC(=O)NCCOC)c(-c3ccc(OC)c(OC)c3)[nH]2)cc1	1%	·	·	·	-33%	-27%	2%	·	3.8%
Cn1c(SCC(=O)C(C)(C)C)nnc1-c1ccccn1	-3%	5%	-1%	·	-16%	-14%	-3%	·	-0.7%
Cc1ccc(NC(=O)C2CC(=O)N/C(=N/N=C/c3ccco3)S2)cc1 (stereo not drawn)	-5%	10%	-4%	-6%	0%	-6%	-5%	i	?
CCC[C@H](CN[C@@H](CNC)[C@H](C)CC)NCCc1cc(C(F)(F)F)cc(C(F)(F)F)c1	-12%	39%[activator]	?	?	22µM*	16µM*	0%	·	-5.3%
COc1ccc(C2=CC(c3cccc(OC)c3)n3nnnc3N2)cc1 (stereo not drawn)	3%	4%	-4%	-6%[11.3 µM]	11%	-10%	?	·	5.5%
COc1ccc(NC(=O)CCCNC(=O)Cn2cnc3sc(C)c(C)c3c2=O)cc1Cl	6%	-4%	-10%	-21%	4%	3%	-5%	?	-0.6%
COCCN1C=C(C(=O)OC)C(c2ccccc2Cl)C(C(=O)OC)=C1	14%	-2%	13µM*	-17%	-2%	0%	4%	·	-0.1%
COc1ccc(CCNC(=O)C(=O)NCC(c2ccco2)S(=O)(=O)c2ccccc2)cc1 (stereo not drawn)	-9%	·	·	·	-26%	-3%	·	·	0.4%
Cc1cc(O)c(-c2ccno2)cc1Cl	1%	-1%	29%	-11%	10%	-4%	7%	i	-0.2%[9.22 µM]
O=C(O)C(c1ccccc1)N1C(=O)/C(=C\c2ccc(-c3ccc(Br)cc3)o2)SC1=S (stereo not drawn)	-14%	86%[activator]	-11%	·	-3%	3%	-4%	i	0.6%
O=C(COC(=O)c1cc([N+](=O)[O-])ccc1N1CCOCC1)c1ccccc1Cl	-5%	-4%	5%	-14%	-32%	-14%	-9%	i	?
CCOc1ccc(OCC)c(NC(=O)C(NS(=O)(=O)c2ccc(Br)s2)c2ccccc2)c1 (stereo not drawn)	2%	·	·	11%	-18%	-6%	3%	i	2.2%
CC(C)(C)c1ccc(C(=O)N2CCCCC2CCN2CCCCC2)cc1 (stereo not drawn)	-9%	·	·	·	-18%	-9%	20%	·	-0.8%
O=C(Nc1ccc(S(=O)(=O)Nc2nccs2)cc1)C1CC(=O)N(c2ccc(Cl)cc2)C1 (stereo not drawn)	-1%	-9%	-5%	7%	-18%	3%	1%	i	-0.3%
COc1ccc2o/c(=N\O)c(C(=O)Nc3ccccc3OC)cc2c1	-5%	6%	-3%	-9%	1%	2%	-1%	i	9.8%
CCc1cccc(CC)c1N(COC)C(=O)Cn1c(C)nc2ccccc21	-30%	·	·	·	-51%	?	?	·	-4.0%
CCOC(=O)n1c(=O)n(Cc2ccc(Cl)cc2Cl)c2ccccc21	-18%	-17%	?	2%	9%	?	·	i	-0.6%
Cc1c(N=C2NN=C(c3ccc(Cl)cc3)CS2)c(=O)n(-c2ccccc2)n1C	0%	-3%	2%	-27%[11.3 µM]	17%	9%	-21%	i	7.2%
CCc1ccc(NC(=O)c2cc(S(=O)(=O)N3CCCC(C)C3)cn2C)cc1 (stereo not drawn)	-12%	·	·	2%	-1%	-7%	·	i	0.0%
O=C(COc1ccccc1)Nc1ccc(Cl)cn1	5%	0%	?	38%[activator]	-16%	-1%	?	i	2.6%
CCOC(=O)c1c(NC(=O)c2cc(=O)c3ccc(C)cc3o2)sc(C)c1C	-3%	·	·	15%	5%	-1%	13%	i	0.3%
